Screens from PubChem.
hIAP activ = increases human intestinal alkaline phosphatase activity | activation factor at 10 µM | AID 2524 | purified human IAP, CDP-Star luminescence, 30 min; active compounds read high; 1 = vehicle-only enzyme, 0 = enzyme-free background | P09923 | 0.16% of 330,000 active;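 active means activation factor of the enzyme at least 2-fold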; further: the source names both 10 and 20 µM as test concentration; values of inactives mirror those of a sister screen read the other way
Target sequence (P09923 whole entry, looked up): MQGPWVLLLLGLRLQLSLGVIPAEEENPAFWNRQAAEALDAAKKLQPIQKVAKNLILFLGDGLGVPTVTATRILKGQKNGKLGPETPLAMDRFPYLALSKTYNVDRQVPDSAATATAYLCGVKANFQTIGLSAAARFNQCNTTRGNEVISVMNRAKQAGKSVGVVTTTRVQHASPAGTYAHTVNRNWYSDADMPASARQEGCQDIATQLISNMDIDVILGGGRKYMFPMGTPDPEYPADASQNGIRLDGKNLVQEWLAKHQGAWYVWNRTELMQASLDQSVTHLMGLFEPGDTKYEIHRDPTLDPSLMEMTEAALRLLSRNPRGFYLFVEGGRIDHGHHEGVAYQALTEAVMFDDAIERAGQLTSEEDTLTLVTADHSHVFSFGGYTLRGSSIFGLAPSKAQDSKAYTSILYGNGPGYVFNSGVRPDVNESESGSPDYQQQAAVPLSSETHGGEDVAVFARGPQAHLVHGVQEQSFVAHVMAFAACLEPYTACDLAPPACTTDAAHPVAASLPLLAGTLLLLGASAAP
ATG4B inh = blocks human ATG4B protease cleavage of LC3 substrate; Q9Y4P1; inhibition, % at 8.33 µM; ATG4B cleavage of LC3-PLA2, NBD-HPC fluorescence, 1 h; 0.51% of 340,000 active; in the data active means inhibition above about 40%
Target sequence (Q9Y4P1 whole entry, looked up): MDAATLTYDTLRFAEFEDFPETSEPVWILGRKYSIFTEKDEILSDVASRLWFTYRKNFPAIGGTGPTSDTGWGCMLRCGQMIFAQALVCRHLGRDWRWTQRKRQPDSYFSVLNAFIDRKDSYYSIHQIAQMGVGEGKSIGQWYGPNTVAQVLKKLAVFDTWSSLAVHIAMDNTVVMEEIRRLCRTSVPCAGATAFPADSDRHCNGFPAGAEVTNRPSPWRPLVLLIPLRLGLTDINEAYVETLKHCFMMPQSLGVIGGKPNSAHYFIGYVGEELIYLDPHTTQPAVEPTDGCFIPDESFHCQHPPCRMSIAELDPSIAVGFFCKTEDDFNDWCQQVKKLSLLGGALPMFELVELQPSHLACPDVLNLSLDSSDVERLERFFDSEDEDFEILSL
mIAP inh = blocks mouse intestinal alkaline phosphatase. purified mouse IAP, CDP-Star luminescence, 30 min. inhibition, % at 10 µM. 0.2% of 330,000 active. AID 2806;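 active means inhibition of at least 40% at 10 µM in the primary screen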;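 further: plate controls were DMSO with enzyme for no effect and no enzyme wells for full effect; values of inactives mirror those of a sister screen read the other way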
mIAP act = mouse IAP activation | muIAP, CDP-Star luminescence, 30 min; active compounds read high; 1 = vehicle-only enzyme signal, 0 = enzyme-free wells | activation factor at 10 µM | 0.24% of 330,000 active;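 active means activation factor of at least 2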; further: the source names both 10 and 20 µM as test concentration; values of inactives mirror those of a sister screen read the other way
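Assay system: mouse IAP enzyme; reagent: chemiluminescent substrate CDP-Star; dosing: test compounds delivered from DMSO solution; schedule: 30 min at room temperature; measured by: luminescence from enzymatic CDP-Star hydrolysis; controls: DMSO-only wells and no-enzyme negative control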
tim10-1 inh = growth inhibitors of tim10-1 mutant yeast; S. cerevisiae tim10-1 ts strain growth, BacTiter-Glo, 24 h; inhibition, % at 20 µM; 2.2% of 330,000 active;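 active means inhibition of at least 40%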;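 further: mutant grown at 25 °C; 0% = DMSO wells with yeast and 100% = wells holding no yeast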
NLRP3 yeast inh = NALP3 inhibition in yeast | Yeast reconstituted NLRP3/ASC/caspase-1, beta-gal luminescence, 24 h | inhibition, % at 10 µM | 0.39% of 330,000 active;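 active means inhibition of 50% or more; inactive means inhibition below 50%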;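 further: plate controls were induced DMSO wells for no effect and uninduced yeast grown without galactose for full effect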
Apaf1 inhib = blocks human Apaf-1 apoptosome activity | 0.71% of 330,000 active | inhibition, % at 20 µM | reconstituted apoptosome caspase-3 activity, DEVD-Rh110 fluorescence | O14727; active means inhibition of at least 40% at 20 µM;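 further: plate controls were DMSO wells for no effect and DEVD-CHO caspase inhibitor wells for full effect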
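Material: biochemical Apaf-1 apoptosome reconstitution. Medium: Hepes buffer, pH 7.5. Also added: cytochrome c activation, bis-DEVD rhodamine 110 substrate. Timing: 30 min compound preincubation, 50 min activation, room temperature. Measured by: rhodamine 110 fluorescence at Ex 480/Em 540 nm.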
TIM10 inh = growth inhibitors of TIM10 yeast strain. S. cerevisiae TIM10 strain growth, BacTiter-Glo luminescence, 24 h. inhibition, % at 10 µM. 1.4% of 330,000 active. AID 463195;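 active means inhibition of 40% or more at the single tested concentration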;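 further: wild-type TIM10 isogenic control strain grown at permissive 25 °C; 0% = DMSO yeast wells and 100% = minimal medium wells without yeast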
hIAP inh = human IAP inhibition | purified IAP, CDP-Star luminescence, 30 min | P09923 | 0.12% of 330,000 active | AID 2544 | inhibition, % at 10 µM;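 active means inhibition reaching a set limit with compound at 10 µM in the primary screen, cut at about 35% in these data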;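 further: plate controls were DMSO wells with enzyme for no effect and no-enzyme buffer wells for full effect; values of inactives mirror those of a sister screen read the other way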
* hit, by the source's call; x = not tested or not shown. Compounds as they come, and some 4.5% of all compounds hit somewhere here.

SMILES | hIAP activ | ATG4B inh | mIAP inh | mIAP act | tim10-1 inh | NLRP3 yeast inh | Apaf1 inhib | TIM10 inh | hIAP inh
COc1ccc(NC(=O)c2nc(S(=O)(=O)Cc3cccc(C)c3)ncc2Cl)c(OC)c1 | 0.77 | -3 | 15 | 0.85 | 32 | 15 | 8 | 19 | 24
CC(C)Oc1ccc(S(=O)(=O)N2CCCCC2)cc1NC(=O)CN1C(=O)NC(C)(C2CC2)C1=O (centres undefined) | 0.97 | -4 | 1 | 0.99 | 9 | 12 | 5 | 6 | 3
CS(=O)(=O)c1ccc2nc(NC(=O)c3cc(-c4ccccc4)nn3-c3ccccc3)sc2c1 | 0.85 | -9 | 9 | 0.91 | 28 | 16 | 12 | 21 | 15
Cc1cc(C)cc(NC(=S)N(Cc2cccc(Br)c2)CC2CCC(C(=O)O)CC2)c1 (centres undefined) | 1.3 | -5 | -12 | 1.1 | 12 | 10 | 19 | 19 | -29
CCCCn1cnc2c1c(=O)n(C)c(=O)n2C | 0.78 | -1 | 5 | 0.95 | -1 | -9 | -12 | 1 | 22
COc1ccccc1N(CC(=O)NCCC1=CCCCC1)S(=O)(=O)c1ccccc1 | 1 | 10 | -4 | 1 | 33 | 9 | 16 | 34 | -2
Cn1cc(Br)c(C(=O)N/N=C/c2cc3ccccc3nc2Cl)n1 | 1.2 | 9 | 14 | 0.86 | 1 | 7 | -2 | 17 | -24
N#Cc1ccc(NC(=O)COc2ccc(-n3cnnn3)cc2)cc1 | 1.1 | 1 | -3 | 1 | 9 | 9 | -4 | -5 | -12
COc1ccc(/C=N/NC(=O)Cn2cnc3c2c(=O)n(C)c(=O)n3C)c(OC)c1OC | 1.1 | 8 | -8 | 1.1 | 3 | 21 | -10 | 7 | -10
O=C(CC1C(=O)NCCN1Cc1ccccc1C(F)(F)F)NCCN1CCCCC1=O (centres undefined) | 1.1 | 14 | -2 | 1 | 17 | 4 | -7 | -1 | -8
O=C(CCCN1C(=O)c2ccccc2C1=O)Nc1ccccc1C(=O)N1CCOCC1 | 0.97 | -6 | -12 | 1.1 | -11 | -1 | 2 | -14 | 3
Cc1ccc(C(=O)N[C@@H](C)CN2C3=NC[C@H](C(C)C)N3C[C@H]2Cc2ccc(O)cc2)cc1Br | 0.8 | 0 | -10 | 1.1 | 8 | -4 | 15 | 6 | 20
COc1ccccc1/C=C/CN1CCC(n2nccc2NC(=O)C2CC2)CC1 | 0.87 | 7 | -7 | 1.1 | -4 | 5 | 12 | -3 | 13
Cc1ccc(NC(=O)C(=O)NCCCN2CCCC2=O)c(C)c1 | 1 | -2 | 1 | 0.99 | -24 | 12 | -6 | -9 | -3
N#C/C=C(/c1ccc(F)cc1)N1CCOCC1 | 1 | -2 | 0 | 1 | 9 | 7 | 0 | 3 | -1
COC(=O)c1sccc1NC(=O)Cn1nnc(-c2ccccc2C)n1 | 1 | -7 | -6 | 1.1 | 27 | 11 | 4 | -24 | -1
CC(=O)Nc1c(Cl)cc([N+](=O)[O-])c2ccccc12 | 1.1 | -3 | -16 | 1.2 | -3 | -2 | -2 | 8 | -7
Cc1noc(C)c1COc1cccc(C(=O)Nc2ccc3c(c2)OCO3)c1 | 0.93 | -11 | 2 | 0.98 | 10 | 18 | 6 | 11 | 7
CCOc1ccc(NC(=O)Cc2ccccc2)cc1 | 0.89 | 29 | -2 | 1 | -2 | 18 | -2 | 12 | 11
CCOc1ccc(NC(=O)CCc2ccc(C)o2)cc1 | 0.94 | 0 | 0 | 1 | -14 | 31 | -10 | -5 | 6

Ordered by SMILES length (lowest first): part of the list above
SMILES | hIAP activ | ATG4B inh | mIAP inh | mIAP act | tim10-1 inh | NLRP3 yeast inh | Apaf1 inhib | TIM10 inh | hIAP inh
CCOc1ccc(NC(=O)Cc2ccccc2)cc1 | 0.89 | 29 | -2 | 1 | -2 | 18 | -2 | 12 | 11
CCCCn1cnc2c1c(=O)n(C)c(=O)n2C | 0.78 | -1 | 5 | 0.95 | -1 | -9 | -12 | 1 | 22
CCOc1ccc(NC(=O)CCc2ccc(C)o2)cc1 | 0.94 | 0 | 0 | 1 | -14 | 31 | -10 | -5 | 6
Cc1ccc(NC(=O)C(=O)NCCCN2CCCC2=O)c(C)c1 | 1 | -2 | 1 | 0.99 | -24 | 12 | -6 | -9 | -3
N#Cc1ccc(NC(=O)COc2ccc(-n3cnnn3)cc2)cc1 | 1.1 | 1 | -3 | 1 | 9 | 9 | -4 | -5 | -12
COC(=O)c1sccc1NC(=O)Cn1nnc(-c2ccccc2C)n1 | 1 | -7 | -6 | 1.1 | 27 | 11 | 4 | -24 | -1
Cc1noc(C)c1COc1cccc(C(=O)Nc2ccc3c(c2)OCO3)c1 | 0.93 | -11 | 2 | 0.98 | 10 | 18 | 6 | 11 | 7
O=C(CC1C(=O)NCCN1Cc1ccccc1C(F)(F)F)NCCN1CCCCC1=O (centres undefined) | 1.1 | 14 | -2 | 1 | 17 | 4 | -7 | -1 | -8
O=C(CCCN1C(=O)c2ccccc2C1=O)Nc1ccccc1C(=O)N1CCOCC1 | 0.97 | -6 | -12 | 1.1 | -11 | -1 | 2 | -14 | 3
COc1ccc(/C=N/NC(=O)Cn2cnc3c2c(=O)n(C)c(=O)n3C)c(OC)c1OC | 1.1 | 8 | -8 | 1.1 | 3 | 21 | -10 | 7 | -10
CC(C)Oc1ccc(S(=O)(=O)N2CCCCC2)cc1NC(=O)CN1C(=O)NC(C)(C2CC2)C1=O (centres undefined) | 0.97 | -4 | 1 | 0.99 | 9 | 12 | 5 | 6 | 3

Next part:
SMILES | hIAP activ | ATG4B inh | mIAP inh | mIAP act | tim10-1 inh | NLRP3 yeast inh | Apaf1 inhib | TIM10 inh | hIAP inh
Cc1cnc(NC(=O)CSCc2c(C)noc2C)s1 | 1.1 | -3 | 1 | 0.99 | 6 | 11 | -2 | 0 | -12
CNC(=S)N1N=C(c2ccc(OC)cc2)CC1c1ccc(N(C)C)cc1 (centres undefined) | 0.92 | -5 | 0 | 1 | 33 | 12 | 8 | 16 | 8
S=C(Nc1ccc(Cl)c(Cl)c1)NC1CCN(Cc2ccccc2)CC1 | 1.2 | 24 | -115 | 2.2* | 26 | 29 | 29 | -9 | -17
Cc1ccc(CNC(=O)C(=O)c2cn(CC(=O)N3CCCC3)c3ccccc23)cc1 | 0.92 | -1 | 4 | 0.96 | 23 | -2 | 19 | 7 | 8
Cc1cc2nc3c(=O)[nH]c(=S)[nH]c3nc2cc1NC(=O)C(F)(F)F | 0.8 | -2 | 18 | 0.82 | -4 | 15 | 2 | 2 | 20
Oc1[nH]c2ccc(Br)cc2c1N=NC(=S)NCC1CCCO1 (centres undefined) | 1.4 | 13 | 8 | 0.92 | 30 | 29 | 1 | 23 | -41
Cc1ccc2ncccc2c1 | 1.1 | 6 | -10 | 1.1 | 13 | 12 | 9 | -3 | -9
CCc1cccc(NC(=O)C2CCCN(S(=O)(=O)c3c(C)[nH]c(=O)[nH]c3=O)C2)c1 (centres undefined) | 1.4 | -12 | -1 | 1 | -4 | -3 | 3 | -3 | -40
CC(=O)Nc1cccc(NC(=O)C2CC(=O)N(c3ccc(C)cc3)C2)c1 (centres undefined) | 0.94 | -10 | 13 | 0.87 | 14 | -5 | -2 | 17 | 6
O=C(CN1CCOCC1)NNC(=O)c1ccc(Cl)cc1 | 1 | -11 | 1 | 0.99 | -2 | -23 | -10 | -2 | -3
CCOP(=O)(OCC)C(Nc1cccc(C(F)(F)F)c1)c1ccc(C)cc1 (centres undefined) | 0.87 | 4 | -2 | 1 | 28 | 6 | 16 | 22 | 13
Cc1ccc(CONC(=O)c2ccc([N+](=O)[O-])cc2)cc1 | 0.88 | 3 | 9 | 0.91 | -12 | 13 | -10 | -7 | 12
O=C(NCc1ccccc1C(F)(F)F)C1CCC(=O)N(C2CCCCCC2)C1 (centres undefined) | 1.3 | 3 | 2 | 0.98 | 23 | -2 | 13 | -3 | -29
CCCN1C(=O)C(=O)N(CC(=O)c2cc(C)n(C3CC3)c2C)C1=O | 0.93 | 1 | 2 | 0.98 | -7 | 13 | -2 | 4 | 8
CCOc1ccccc1NC(=O)NC(C)c1ccc2c(c1)OCO2 (centres undefined) | 0.87 | x | -8 | 1.1 | 23 | 8 | 16 | 11 | 13
CCOc1ccc(NC(=O)CN(C)c2nnnn2-c2ccccc2)cc1OCC | 1 | 2 | -2 | 1 | -9 | 13 | 3 | -4 | -1
O=C(C1=C(O)C(=O)N(CC2CCCO2)C1c1ccc(Cl)cc1)c1ccco1 (centres undefined) | 0.81 | -1 | 1 | 0.99 | -8 | 14 | 4 | 4 | 19
C=CCc1cccc(C=Nc2ccc(Br)cc2)c1O | 0.9 | 10 | 0 | 1 | 9 | 3 | -10 | 4 | 10
CCN(CC)c1nc(N)n(CCSC(=S)N(C)C)c(=O)n1 | 1 | -7 | 2 | 0.98 | -4 | 19 | -10 | -3 | -1
CCCc1cc(=O)oc2c(C)c(OCC(=O)NCCCN3CCOCC3)ccc12 | 0.78 | -1 | -1 | 1 | -4 | 9 | 4 | -7 | 22
O=C(CSC1=NCCS1)Nc1ccccc1F | 0.87 | 1 | 6 | 0.94 | 16 | -2 | 1 | 14 | 13
COc1ccc(-n2nc(C)c3c(=O)c4c([nH]c32)CCCC4)cc1 | 1.1 | -15 | 6 | 0.94 | 6 | 18 | -3 | -5 | -5
CCC1CCCCN1CCCNC(=O)CN1C(=O)c2cccnc2Oc2ccc(Cl)cc21 (centres undefined) | 1.3 | -1 | -5 | 1 | -10 | 10 | 7 | 7 | -28
CCCCNC(=S)NCc1ccc2[nH]c3c(c2c1)CCCC3 | 1 | 3 | -57 | 1.6 | 40* | 14 | 20 | 33 | -3
O=C(CSc1ccc2nnc(-c3ccc(F)cc3)n2n1)NCc1ccco1 | 0.96 | 4 | -1 | 1 | -1 | 16 | 5 | -3 | 4
Cc1ccc(NC(=S)N2CCN(S(=O)(=O)c3ccc(F)cc3)CC2)cc1 | 0.96 | 6 | -6 | 1.1 | 2 | 14 | 18 | -3 | 4
COc1ccc(C2CC(c3ccc(Cl)c(Cl)c3)Nc3nc(N)nn32)cc1 (centres undefined) | 1.1 | 15 | 13 | 0.87 | -2 | 6 | 4 | -1 | -9
COc1ccc(C(=O)NCC(=O)N/N=C(\C)c2ccco2)cc1OC | 0.88 | -11 | 0 | 1 | -5 | 9 | -3 | -11 | 12
CC(C)(O)c1[nH]c2ccc(C(F)(F)F)cc2c1C(C)(C)O | 0.93 | -4 | -7 | 1.1 | 23 | 19 | 12 | 13 | 7
CSC(=NC#N)N1CCN(c2ccc(Cl)cc2)CC1 | 1 | -1 | 3 | 0.97 | 14 | -14 | -3 | -4 | 0
CSCCC(NC(=O)/C(=C/c1ccc(F)cc1)NC(C)=O)C(=O)O (centres undefined) | 1.1 | 6 | -3 | 1 | 7 | 21 | 1 | -1 | -6
Oc1ccc(/C(Cc2ccccn2)=N\Nc2ccccc2)c(O)c1 | 0.99 | 2 | 3 | 0.97 | 39 | 22 | -6 | 36 | 1
COc1ccc(NCc2nnc(SCC(=O)Nc3ccccc3)n2C)cc1 | 0.96 | -3 | -6 | 1.1 | 5 | 7 | -13 | -6 | 4
O=C(COC(=O)c1nc(Cl)ccc1Cl)Nc1ccc2c(c1)OCO2 | 0.9 | -6 | 3 | 0.97 | 21 | 16 | -6 | 2 | 10
